# Screens (PubChem)
# STEP inh = STEP phosphatase inhibitors, primary screen, biochemical, fluorescence intensity, uHTS | Tyrosine-protein phosphatase non-receptor type 5 (Homo sapiens), P54829 | recombinant STEP, OMFP fluorogenic substrate | inhibition, % at 20 µM | 360,000 tested, 0.25% active | AID 588621, 2011;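 active means inhibition at 20 µM, scaled per plate between control wells, above about 37%, limit read from the data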;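 further: 0% = DMSO with enzyme and substrate and 100% = substrate only without enzyme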
#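 Measure: Control-normalized % inhibition with plate pattern correction | Test system: STEP phosphatase, cell-free reaction | Medium: pH 6.0 Bis-Tris with DTT and Tween 20 | Technique: Fluorescence, 480/540 nm | Times: Reaction 20 min, ambient temperature | Doses: Single compound dose of 20 µM, 1% DMSO final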
# NadD block = inhibitors of S. aureus NadD, primary screen, biochemical, colorimetric, uHTS; 360,000 tested, 0.78% active; inhibition, % at 20 µM; purified NadD enzyme, colorimetric absorbance read-out; in the data active means inhibition above about 26%; further: some compounds past the cut are filed as inactive
# LMPTP block = LMPTP phosphatase inhibitors, primary screen, biochemical, fluorescence intensity, uHTS | recombinant LMPTP-A, OMFP fluorogenic substrate | inhibition, % at 20 µM | AID 651560, 2012 | 360,000 tested, 0.22% active;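 active means compounds that cut the enzyme signal by at least half of the control window in the single-dose screen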;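 further: plate controls were DMSO wells with enzyme plus substrate for no effect and substrate without enzyme for full effect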
#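 material = LMPTP-A | quantity = 0.625 nM enzyme | reagent = OMFP substrate, 400 µM final | buffer or medium = Bis-Tris pH 6.0, DTT, detergent | detection = endpoint fluorescence intensity from OMFP dephosphorylation | dosing = single 20 µM dose | read-out basis = % inhibition relative to no-enzyme and uninhibited control wells | control set = no-enzyme and uninhibited controls | timing = 50 min at room temperature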
# CSN deneddyl inh = inhibitors of CSN-mediated cullin deneddylation, primary screen, biochemical, fluorescence polarization, uHTS. AID 651999, 2013. 360,000 tested, 0.38% active. inhibition, % at 12.5 µM. COP9 signalosome complex subunit 5 (Homo sapiens), Q92905. Purified CSN, SCF-Nedd8-OG deneddylation;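 active means pattern-corrected inhibition above about 35%, with an unprinted fluorescence ratio check between 0.5 and 1.5, limit read from the data, passing the limit was not always enough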;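 further: 0% = enzyme with substrate and 100% = substrate without enzyme; some results filed as inactive read as strong as hits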
#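 test system = HEK293T-derived human Csn5 enzyme | amount = 0.24 nM Csn5 enzyme, final concentration | medium = Tris/NaCl/DTT buffer, pH 7.5 | schedule = 90 min reaction at room temperature | signal = FP | evaluation = inhibition of Csn5 cleavage, % | compound dosing = single dose of 12.5 µM compound with 0.25% DMSO | probe or stimulus = 10 nM SCFSkp2-Nedd8OG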
# SUMO1 PPI mod = modulators of SUMO1 protein-protein interactions, primary screen, biochemical, uHTS; SUMO1 binding to a labelled peptide, TR-FRET, 1 h; inhibition, % at 20 µM; Small ubiquitin-related modifier 1 (Homo sapiens), P63165; 360,000 tested, 0.33% active; AID 602429, 2012; in the data active means inhibition above about 37%
# Neddyl block = inhibitors of cullin neddylation, primary screen, biochemical, TR-FRET, uHTS, NAE and Ubc12 | NEDD8-conjugating enzyme Ubc12 (Homo sapiens) + NEDD8-activating enzyme E1 regulatory … | calls only at 25 µM | 360,000 tested, 0.58% active | AID 651699, 2012; in the data active means inhibition above about 36%
# Target sequence (P61081 whole entry, looked up): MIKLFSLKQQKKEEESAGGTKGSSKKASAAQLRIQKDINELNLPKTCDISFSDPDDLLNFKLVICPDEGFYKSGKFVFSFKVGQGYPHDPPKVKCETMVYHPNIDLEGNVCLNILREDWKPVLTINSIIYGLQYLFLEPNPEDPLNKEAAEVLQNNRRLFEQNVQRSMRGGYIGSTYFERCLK
# Target sequence (Q13564 whole entry, looked up): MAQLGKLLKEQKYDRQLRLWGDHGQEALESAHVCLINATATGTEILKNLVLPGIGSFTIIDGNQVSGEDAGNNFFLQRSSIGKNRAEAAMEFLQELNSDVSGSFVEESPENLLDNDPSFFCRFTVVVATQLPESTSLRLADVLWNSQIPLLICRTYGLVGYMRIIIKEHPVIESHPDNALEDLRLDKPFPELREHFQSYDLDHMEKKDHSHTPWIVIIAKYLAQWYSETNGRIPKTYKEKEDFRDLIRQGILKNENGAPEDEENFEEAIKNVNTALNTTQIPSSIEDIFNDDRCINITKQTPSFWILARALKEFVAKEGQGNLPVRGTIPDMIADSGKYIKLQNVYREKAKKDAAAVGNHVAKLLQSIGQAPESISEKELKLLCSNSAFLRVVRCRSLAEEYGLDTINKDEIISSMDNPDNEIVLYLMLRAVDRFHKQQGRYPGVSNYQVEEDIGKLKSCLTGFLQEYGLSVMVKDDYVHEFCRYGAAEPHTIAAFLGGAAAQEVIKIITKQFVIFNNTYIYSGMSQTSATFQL
# Rin1-Abl PPI inh = inhibitors of Rin1-Abl protein binding, primary screen, biochemical, TR-FRET; Tyrosine-protein kinase ABL1 (Homo sapiens) + Ras and Rab interactor 1 (Homo sapiens), …; inhibition, % at 7.35 µM; 360,000 tested, 0.4% active; AID 588664, 2011; in the data active means inhibition above about 5%, passing the limit was not always enough
# Rpn11 block = Rpn11 (PSMD14) deubiquitinase inhibitors, primary screen, biochemical, fluorescence polarization, uHTS. 26S proteasome non-ATPase regulatory subunit 14 (Homo sapiens), O00487. human 26S proteasome, Ub4-pepOG fluorescence polarization; 20S core pre-blocked with epoxomicin. calls only at 20 µM. 360,000 tested, 0.59% active;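 active means inhibition at 20 µM, scaled to each plate's controls, above about 33%, limit read from the data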
# Target sequence (O00487 whole entry, looked up): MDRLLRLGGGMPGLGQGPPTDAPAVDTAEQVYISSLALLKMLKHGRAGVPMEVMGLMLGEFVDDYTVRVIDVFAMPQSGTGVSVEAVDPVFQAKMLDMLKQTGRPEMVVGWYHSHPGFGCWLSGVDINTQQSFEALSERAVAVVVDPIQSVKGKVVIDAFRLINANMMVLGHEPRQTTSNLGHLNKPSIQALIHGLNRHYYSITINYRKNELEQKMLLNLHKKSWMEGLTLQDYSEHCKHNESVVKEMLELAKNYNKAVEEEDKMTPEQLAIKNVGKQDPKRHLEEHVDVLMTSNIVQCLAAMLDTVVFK
# Scp1 inh = Scp-1 phosphatase inhibitors, primary screen, biochemical, colorimetric, uHTS; Recombinant Scp1, phosphopeptide, malachite green phosphate absorbance; Carboxy-terminal domain RNA polymerase II polypeptide A small phosphatase 1 (Homo …; inhibition, % at 20 µM; 340,000 tested, 0.88% active;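 active means inhibition above about 50% at 20 µM, limit read from the data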;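 further: plate controls were DMSO wells with enzyme for no effect and wells lacking enzyme for full effect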
#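 Test system – truncated SCP-1 phosphatase (76-261aa) · Reagent – Phosphorylated 17-residue peptide substrate · Incubation – 45 min room-temperature reaction, 5 min colour, 30 min stabiliser · Detection – colorimetric phosphate reagent with accelerator and stabiliser, absorbance at 630 nm · Measure – % inhibition at 20 µM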
# DNMT1 block = human DNMT1 methyltransferase inhibitors, primary screen, biochemical, molecular beacon, fluorescence, HinP1I cleavage, uHTS | DNA (cytosine-5)-methyltransferase 1 (Homo sapiens), P26358 | inhibition (reported as % activation of signal), % at 10 µM | 360,000 tested, 0.83% active | AID 588458, 2011; in the data active means inhibition above about 50%
# * = called active by the depositor; i = inactive; / = no result given.
SMILES,STEP inh,NadD block,LMPTP block,CSN deneddyl inh,SUMO1 PPI mod,Neddyl block,Rin1-Abl PPI inh,Rpn11 block,Scp1 inh,DNMT1 block
Cc1ccc(S(=O)(=O)N2CC(=O)N3CCN(CCN)C3C2)cc1 (centres undefined),-2,-5,-8.3,-1,-12,i,1,i,-6,9
COc1ccc(N2CCN(C(=O)Cc3ccc(-n4c(=O)[nH]c5ccccc5c4=O)cc3)CC2)cc1,3,1,0.3,3,-4,i,0,i,7,-1
CCOc1ccccc1C(=O)Nc1ccc(NC(=O)c2ccccc2)cc1,-3,5,-0.5,3,1,/,-3,i,-1,5
CCn1c(=NC(=O)CSC(C)=O)sc2cc(F)ccc21,-2,-5,0.0,-3,0,i,0,i,-10,0
O=C(O)c1ccccc1-n1cccc1C(=O)O,15,3,0.4,2,5,i,-3,i,50,30
Cc1ccc(CNC(=O)c2ccc(N(C)S(=O)(=O)c3ccccc3)cc2)cc1,-1,-6,-1.2,0,-2,i,1,i,-4,-1
O=S(=O)(NCCC(c1ccc(F)cc1)c1ccco1)c1ccccc1 (centres undefined),-1,4,1.0,1,-3,i,2,i,-12,-7
COCCCNC(=O)c1c[nH]c2ccc(S(=O)(=O)N3CCC(C)CC3)cc2c1=O,-3,-5,-0.9,0,-3,i,-2,i,2,2
O=C(OCCN1CCOCC1)c1cccs1,-2,0,-1.5,2,-5,i,-2,i,2,3
COc1ccc(Nc2nc(N3CCCCC3)nc(N3CCCCC3)n2)c(OC)c1,-2,12,4.1,8,0,i,2,i,12,-6
COc1ccc(CCN(C)C2CCCN(S(=O)(=O)c3ccc(C)cc3)C2)cc1OC (centres undefined),-1,-6,0.8,1,2,i,-1,i,-6,2
O=C(CN1C(=O)C2CCCCC2C1=O)OCC(=O)c1ccc(Cl)s1 (centres undefined),2,5,-0.1,1,-9,i,-5,i,-5,0
Cc1nc(-c2ccc(NC(=O)C3CC3)cc2)cs1,-1,-1,0.0,2,-1,i,0,i,-5,-6
CCN(CC)S(=O)(=O)c1cccc2cccnc12,-2,3,-1.6,1,2,i,5,i,3,0
COc1cccc(/C=N/NC(=O)c2cccc3ccccc23)c1,-2,-4,1.5,1,1,i,-2,i,7,-1
COc1cc(C)ccc1OCc1cc(C(=O)N(Cc2c(C)nn(C)c2C)C2CC2)no1,3,-3,-0.8,0,1,i,2,i,-12,-5
CCOc1ccccc1CNC(=O)Cn1nc(C)c2c(C)n(-c3ccc(C)cc3)nc2c1=O,5,2,-0.3,-2,12,i,1,i,33,3
OCCNNC(=S)NC1CC2C=CC1C2 (centres undefined),-3,-2,-0.9,1,1,i,1,i,-5,1
O=C(Oc1ccc(Br)cc1C(=S)N1CCOCC1)c1ccc([N+](=O)[O-])cc1[N+](=O)[O-],8,6,0.1,1,-32,i,0,i,-12,0
CC(=O)Nc1ccc(NC2(C)C(=O)c3ccccc3C2=O)cc1,-3,1,-0.2,1,-5,i,1,i,-10,-4
CCC(C)Sc1nc2c(cnn2-c2ccc(C)c(C)c2)c(=O)[nH]1 (centres undefined),1,4,-1.1,1,3,i,0,i,-9,0
Cc1cccc(NC(=O)CSc2cccc3cccnc23)c1C,2,7,0.7,-1,-6,/,2,i,-2,12
O=C(c1ccco1)N1CCN(C(=S)Nc2ccc(F)c(Cl)c2)CC1,1,2,3.0,2,1,i,-2,i,-8,3
Cc1ccc(C2=NOC(c3nnc(-c4ccccc4)o3)C2)cc1 (centres undefined),-1,-4,1.1,-3,-13,i,2,i,-2,0
CSc1ncccc1C(=O)OCc1ccc(Br)cc1,-4,3,3.0,2,4,i,1,i,-4,4
COc1cccc(C(=O)NC2CCN(C(=O)N3CCCCC3)CC2)c1,-3,4,-1.4,-2,2,i,3,i,-12,-2
CC(=O)N(Cc1ccc(Br)cc1)c1cccc(C)c1C,0,-9,0.8,-2,0,i,7,i,-3,6
CN(CCc1ccccn1)c1ccc([N+](=O)[O-])cn1,2,-2,-1.3,106,-12,i,-4,i,-4,-1
COC(=O)c1ccccc1NC(=O)CNCCc1ccc(OC)c(OC)c1,1,-2,-1.3,-6,31,i,4,i,-3,2
NC1=NC[C@H](Cc2ccc(O)cc2)N1CCc1cccc2ccccc12,-2,20,12,3,-30,i,-4,i,0,-20

# Whole records as entered above:
# COc1cccc(C(=O)NC2CCN(C(=O)N3CCCCC3)CC2)c1 in the list: STEP inh = -3; NadD block = 4; LMPTP block = -1.4; CSN deneddyl inh = -2; SUMO1 PPI mod = 2; Neddyl block = i; Rin1-Abl PPI inh = 3; Rpn11 block = i; Scp1 inh = -12; DNMT1 block = -2
# Cc1ccc(CNC(=O)c2ccc(N(C)S(=O)(=O)c3ccccc3)cc2)cc1 in the list: STEP inh = -1; NadD block = -6; LMPTP block = -1.2; CSN deneddyl inh = 0; SUMO1 PPI mod = -2; Neddyl block = i; Rin1-Abl PPI inh = 1; Rpn11 block = i; Scp1 inh = -4; DNMT1 block = -1

# Carrying on:
SMILES,STEP inh,NadD block,LMPTP block,CSN deneddyl inh,SUMO1 PPI mod,Neddyl block,Rin1-Abl PPI inh,Rpn11 block,Scp1 inh,DNMT1 block
CCc1nnc(NC(=O)C(=O)NCCOC(=O)c2ccccc2)s1,-2,6,-0.7,9,13,i,2,i,-3,2
c1cc2c(cc1-n1cnnn1)OCO2,2,-3,-1.3,8,3,i,1,i,-9,0
COc1ccc(NC(=O)N2C3CCCC2CC(NC(=O)C2CC2)C3)cc1 (centres undefined),0,-2,-1.3,-3,3,i,2,i,-8,-2
COc1ccc(C)cc1NC(=O)C(OC(=O)CNC(=O)c1cccc(F)c1)c1ccccc1 (centres undefined),-1,-5,0.6,4,-2,i,2,i,1,1
O=C(Cn1cnc2ccccc2c1=O)Nc1nnc(SCc2ccccc2)s1,-5,8,0.4,0,0,i,0,i,-4,30
Cc1c(C)n(C(=O)CN2CCN(c3ccccc3)CC2)c2ccccc12,-1,9,2.2,9,-1,i,-1,i,-2,-1
CCOc1ccc(N2CC(C(=O)Nc3ccc(S(=O)(=O)NCC4CCCO4)cc3)CC2=O)cc1 (centres undefined),-2,0,-0.9,-3,7,i,3,i,-10,-2
COc1cc(OC)cc(C(=O)NCC(=O)OCC(=O)c2cc(C)n(Cc3ccco3)c2C)c1,0,0,4.3,0,5,i,-1,i,-8,-2
CCOCCCNC(=O)c1ccc2c(=O)n(CCCOCC)c(=S)[nH]c2c1,2,-5,-0.6,-6,-2,i,-3,i,2,2
O=C(Nc1cccnc1)c1scc2c1OCCO2,-3,1,-1.3,-3,2,i,-2,i,-8,4
C[C@@H]1COC(=O)[C@H](CC(=O)OC(C)(C)C)C/C=C\C[C@@H](CC(=O)NCCO)C(=O)N1,3,4,1.3,-3,4,i,4,i,4,5
CCC1(CC)Cc2ccccc2C(=O)N1,0,0,-1.1,8,0,i,-2,i,-10,1
O=C(CSCc1c(Cl)cccc1Cl)Nc1ccc2c(c1)OCCO2,0,-5,0.9,-2,-2,i,1,i,6,0
CCCN1CNC(=S)N(c2ccc(C)cc2C)C1,-3,2,-0.9,-1,5,i,0,i,-4,1
Cc1cc(NC(=O)CSC2=NCCS2)no1,1,1,-2.5,-2,2,i,1,i,-5,1
CCCN(CC(=O)Nc1ccc(F)c(F)c1F)C(=O)Cn1c(=O)cnc2ccccc21,-1,-1,-0.6,-8,-14,i,2,i,-10,1
CCCCCCCCCCCCN1[C@@H](CC(=O)O)c2cc(C(F)(F)F)ccc2S1(=O)=O,0,12,2.7,6,25,i,2,i,-6,13
COCCCNC(=O)c1ccc(NC(C)=O)cc1,1,3,-1.6,-5,9,i,0,i,2,4
COc1ccc(C)c2sc(NC(=O)c3cccc(N4C(=O)CCC4=O)c3)nc12,4,-6,-1.4,1,5,/,5,i,3,5
O=C(O)CN1C(=O)N/C(=C\c2cccn2-c2ccc(P(=O)(O)O)cc2)C1=O,4,-2,-1.4,1,-6,i,3,i,23,8
CC(C)Cc1ccc(-c2cc3nc(NCCCn4ccnc4)ccn3n2)cc1,2,18,-6.8,6,-10,/,-1,i,/,-8
CC(C)[C@H](NC(=O)[C@@H]1Cc2ccccc2CN1C(=O)OC(C)(C)C)C(=O)NC1CCCC1,-2,-6,-0.8,-1,1,i,-2,i,-7,0
Cc1cc(C(=O)NN)c2cc(Br)ccc2n1,-2,0,0.0,-2,-4,i,1,i,-8,-1
COCCOC(=O)c1c(NC(=O)CNc2ccc(C)c(F)c2)sc(C(N)=O)c1C,-3,-5,0.3,2,5,i,-4,i,3,18
COc1ccc(NC(=O)c2cnc3sccn3c2=O)cc1,-1,-6,-0.4,4,2,i,1,i,-12,4
Cc1cccc(C(=O)NC(=S)Nc2ccc(N3CCOCC3)cc2)c1,0,-5,-1.6,-4,-4,i,0,i,-4,-2
O=C(Nc1cc(S(=O)(=O)N2CCOCC2)ccc1N1CCOCC1)c1ccc([N+](=O)[O-])s1,1,11,0.4,-1,-43,i,-3,i,-7,-9
COc1ccc(-c2noc(CCC(=O)N3CCC(c4cc(C)ccc4C)CC3)n2)cc1,5,-3,9.3,0,1,i,0,i,-7,50
Cc1ccc(C(=O)NCC(=O)O)s1,0,-5,0.8,4,-2,i,7,i,19,6
Cc1noc(C)c1-c1ccc(C(=O)NCCC(F)(F)F)c2occc12,1,1,1.2,-1,2,i,-1,i,/,3
COc1ccc(N2CCN(C(=O)C(=O)c3cc(OC)c4ccccc4c3)CC2)cc1,/,/,4.7,0,-11,i,/,/,/,/
NC(=O)C1CCN(C(=O)C2CCC(=O)N(Cc3ccc(Cl)cc3)C2)CC1 (centres undefined),-2,-9,0.4,3,6,i,-3,i,-7,2
CCC(=O)Nc1cccc(NC(=S)NC(=O)c2ccc(Cl)cc2)c1,1,-4,0.5,-8,-2,i,-1,i,-14,0
C(=C\c1ccccc1)/C=N/Nc1nc2ccccc2[nH]1,3,-2,2.0,2,-9,i,2,i,-7,-2
